Screening results as filed in PubChem.
Abeta yeast res = compounds reversing amyloid beta toxicity in yeast; AID 1347071; Potency, µM (titrated, usually from 46.1 µM), for the others: at the highest dose growth rescue, actives largely listed as activators; 410,000 compounds, 0.063% hits; yeast expressing A-beta42, growth rescue, OD600, 48 h; response scale: 0% DMSO, 100% iron-clioquinol control; further: potency means the concentration at half of the fitted maximal effect; nearly all actives have a fitted effect of over 55% in size
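Yeast growth medium received pinned compounds, then yeast cells expressing toxic A-beta were added; plates incubated at 30 C for 48 hr. Growth read as absorbance at 600 nm, normalized to DMSO and equimolar FeCl3 plus clioquinol controls.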
aSyn yeast inh = alpha-synuclein toxicity inhibition in yeast | 370,000 compounds, 0.14% hits | Yeast expressing alpha-synuclein, growth rescue, BacTiter-Glo, 24 h | AID 652106 | Potency, µM (top dose mostly 46.1 µM), inactives show at the top dose growth rescue (activation), most hits filed as activators; further: potency means the concentration at half of the fitted maximal effect; % of control where 0% means no effect; nearly all actives have a fitted effect of over 65% in size
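Rescue of yeast growth: cells expressing toxic alpha-synuclein, induced in galactose at OD600 0.02, incubated with compound 24 h at 30 C. ATP luminescence quantified growth; inhibitors of toxicity appear as activators.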
DRD3 agonist = agonists of human D3 dopamine receptor; P35462; D3R DiscoveRx beta-arrestin cells, luminescence, 90 min; max activation, %; 410,000 compounds, 0.58% hits; AID 652048; in the data active means max activation above about 30%; further: 0% is about no effect; mostly tested at two doses, the higher about 12 µM
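Agonist-mode cell screen: cells plated at 1500/well and incubated overnight at 37 °C, then exposed to library compounds for 90 min at 37 °C. Detection reagent was added for 30–60 min at room temperature, and luminescence was read.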
FUS suppressor = FUS proteinopathy suppression in yeast; AID 1347120; Potency, µM (titrated, usually from 76.6 µM), for inactives: at the highest dose growth rescue (activation), most hits filed as activators; 390,000 compounds, 0.24% hits; S. cerevisiae FUS-expressing, growth rescue, OD600, 24 h;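 further: potency means the concentration at half of the fitted maximal effect; plate controls were DMSO vehicle for no effect and reference control for full effect; nearly all actives have a fitted effect of over 55% in size; some results filed as inactive show a strong effect at the top dose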
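Quantitative HTS measuring growth restoration of FUS-toxic yeast. Galactose-induced cells (OD 0.005) were exposed 24hr at 30C to compounds at several concentrations, then absorbance at 600 nm was recorded.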
TDP-43 yeast inh = inhibitors of TDP-43 toxicity in yeast. TDP-43 expressing yeast growth rescue, BacTiter-Glo, 24 h. Potency, µM (top dose mostly 46.1 µM), for the others: at the top dose growth rescue (activation), actives largely listed as activators. 410,000 compounds, 1.8% hits; further: potency means the concentration at half of the fitted maximal effect; % of control where 0% means no effect; nearly all actives have a fitted effect of over 50% in size
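Yeast expressing TDP-43 (pregrown in raffinose, seeded at OD600=0.02 in galactose medium) exposed to compounds 24 hr at 30 deg C. Growth read by BacTiter-Glo luminescence; rescue of toxicity appears as increased signal.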
EPAC2 agonist = EPAC2 (human) agonism; Q8WZA2; EPAC2 activation, biochemical qHTS; response scale: 100% = 6.5 mM cAMP response; 360,000 compounds, 0.079% hits; Potency, µM (top dose mostly 154 µM), without a hit: at the top dose activation, most hits filed as activators; AID 720711; further: potency means the concentration at half of the fitted maximal effect; nearly all actives have a fitted effect of over 50% in size
Target sequence (Q8WZA2 whole entry, looked up): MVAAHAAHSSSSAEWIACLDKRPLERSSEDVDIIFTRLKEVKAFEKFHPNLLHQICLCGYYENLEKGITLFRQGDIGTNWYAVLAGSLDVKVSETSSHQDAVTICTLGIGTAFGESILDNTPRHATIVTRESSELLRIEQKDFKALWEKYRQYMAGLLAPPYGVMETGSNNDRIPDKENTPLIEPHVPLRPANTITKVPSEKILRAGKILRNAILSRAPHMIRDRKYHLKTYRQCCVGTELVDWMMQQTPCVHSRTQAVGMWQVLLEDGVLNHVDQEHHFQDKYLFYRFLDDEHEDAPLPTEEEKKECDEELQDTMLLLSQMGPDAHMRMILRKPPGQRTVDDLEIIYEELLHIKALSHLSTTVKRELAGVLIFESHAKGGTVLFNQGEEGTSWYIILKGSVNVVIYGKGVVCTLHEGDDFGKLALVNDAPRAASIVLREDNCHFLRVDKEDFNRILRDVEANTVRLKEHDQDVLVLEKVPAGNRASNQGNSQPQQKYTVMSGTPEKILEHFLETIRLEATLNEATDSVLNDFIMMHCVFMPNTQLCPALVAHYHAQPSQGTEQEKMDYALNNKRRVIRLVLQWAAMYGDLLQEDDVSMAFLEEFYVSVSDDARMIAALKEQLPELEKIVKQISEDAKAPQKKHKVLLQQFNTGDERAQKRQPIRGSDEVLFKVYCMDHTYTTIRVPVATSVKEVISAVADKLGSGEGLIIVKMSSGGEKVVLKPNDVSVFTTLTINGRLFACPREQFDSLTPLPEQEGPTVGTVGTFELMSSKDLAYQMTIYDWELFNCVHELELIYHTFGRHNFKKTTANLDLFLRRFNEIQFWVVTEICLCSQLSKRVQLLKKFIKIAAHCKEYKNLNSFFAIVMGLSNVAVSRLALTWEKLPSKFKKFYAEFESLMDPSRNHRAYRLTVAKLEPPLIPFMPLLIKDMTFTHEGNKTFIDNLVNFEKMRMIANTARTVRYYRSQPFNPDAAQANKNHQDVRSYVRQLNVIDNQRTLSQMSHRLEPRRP
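Nucleotide exchange monitored as fluorescence drop when BODIPY-GDP leaves Rap1B. Reaction: 100 nM EPAC2, 250 nM RAP1B-BODIPY-GDP, 50 uM GDP, room temperature, kinetic read over 30 min. Activity expressed relative to 6.5 mM cAMP.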
EPAC2 antag = EPAC2 (human) antagonism; EPAC2 GEF exchange of Rap1B-BODIPY-GDP, fluorescence; Potency, µM (series often up to 114 µM), for inactives: at the top dose activity, negative = inhibition, usual class: inhibitors; AID 720708; Q8WZA2; 360,000 compounds, 0.18% hits; further: potency means the concentration at half of the fitted maximal effect; on the % scale 0 is the no-effect control and ±100 the full control effect; nearly all actives have a fitted effect of over 45% in size; many of its hits are not listed in these tables
D3 antag = D3 dopamine receptor (human) antagonism; P35462; 360,000 compounds, 2.5% hits; D3R cells, DiscoveRx beta-arrestin luminescence, antagonist mode; hits give low values; max response, negative = inhibition, %; in the data active means max response below about -50%; inconclusive means no clear call, values can overlap the other calls; further: on the % scale 0 is the no-effect control and ±100 the full control effect; mostly tested at two doses, the higher about 12 µM
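Cells expressing the human receptor were seeded at 1500 cells/well, incubated overnight at 37 degrees C in 5% CO2, then exposed to library compounds with dopamine controls for 90 minutes at 37 degrees C before luminescent detection.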
Active calls of the source: *; ? = inconclusive; . = not tested or not shown; & = joins results of further samples; ! = repeats disagree; [ ] = remark or other dose. Unless noted, the call rests on the fitted dose curve; in most records, active means well fitted curve in the direction sought with a large enough effect; inconclusive means small, poorly fitted or top-dose-only effect, or another doubt; inactive means no such curve, though single readings can be large; an effect the other way counts as inactive or inconclusive. An excerpt; the hit share may differ from the screen's.

SMILES	Abeta yeast res	aSyn yeast inh	DRD3 agonist	FUS suppressor	TDP-43 yeast inh	EPAC2 agonist	EPAC2 antag	D3 antag
Cc1ccc(Nc2nnc(SCC(=O)Nc3cccc(S(=O)(=O)N4CCCCC4)c3)s2)cc1	15%	?	-2	.	-3%	7%	-20%	9
Cc1ccc(C)c(OCCCN2CCCC2)c1	13%	4%	-60	3%	-15%	2%	6%	?
O=C(NCCCNc1ccc([N+](=O)[O-])cc1Cl)c1ccccc1F	12%	9%	4	3%	?	13%	-7%	-20
Cc1cc(F)ccc1NC(=O)C1CCCN(C(=O)c2cnn(-c3ccccc3)c2-n2cccc2)C1 (stereo unspecified)	-9%	.	2	?	-6%	.	.	.
COc1ccc(/C=C2\SC(=S)N(CCC(=O)NC3CCCC3)C2=O)cc1OC	7%	2%	-2	25%	-9%	-24%	1%	4
O=C(CCOc1ccccc1)N(Cc1cccnc1)c1nc2c(F)cc(F)cc2s1	8%	.	-5	11%	13%	.	.	.
COc1ccc(C)cc1NC(=O)CSCc1cc(=O)n2c(C)csc2n1	19%	0%	2	24%	13%	-2%	3%	18
c1ccc2c(-c3cncc4ccccc34)cncc2c1	1%	0%	17	3%	2%	4%	-18%	7
Cc1ccc(S(=O)(=O)N(C)C)cc1NC(=S)NNC(=O)C(N)=O	2%	10%	-1	6%	13%	5%	15%	-6
O=C(Nc1cccc(NC(=O)c2ccccc2Cl)c1)c1ccco1	7%	-11%	3	-3%	18µM*	-3%	-12%	2
Cc1ccnc(Nc2nc(-c3sc(C)nc3C)cs2)c1	3%	-19%	13	30%	?	19%	-5%	0
O=C(Cc1ccccc1Cl)Nc1cc(S(=O)(=O)N2CCOCC2)ccc1N1CCOCC1	9%	1%	0	.	24%	-2%	-1%	2
O=C(Cn1nc(Cc2cccnc2)c2ccccc2c1=O)Nc1ccccc1F	-16%	-9%	14	9%	-23%	-1%	4%	-2
O=C(/C=C/c1ccco1)c1ccccc1O	-12%	0%	-8	-8%	17%	8%	-3%	-6
COc1cccc(CSc2nc3n(n2)C(c2cccnc2)C(C(=O)Nc2ccccc2C)=C(C)N3)c1 (stereo unspecified)	-13%	.	-5	0%	-14%	.	.	.
OC[C@H]1O[C@@H](n2cnc3c(Nc4ccccc4)ncnc32)[C@H](O)[C@@H]1O	6%	0%&1%	-6	-27%	?	16%	-21%	28
CCCc1nnc(N2C(=O)c3oc4ccc(F)cc4c(=O)c3C2c2ccc(C(=O)OC)cc2)s1 (stereo unspecified)	19%	.	10	-18%	29%	.	.	.
O=C(COC(=O)c1ccc2c(c1)S(=O)(=O)N=C1CCCCCN12)NCc1cccs1	-5%	8%	3	-29%	4%	9%	4%	9
COC(=O)CNc1cccc(C(F)(F)F)c1	14%	-1%	-7	-15%	-4%	11%	15%	-21
COc1ccccc1COc1cccn2c(N(C)C(=O)CCC3CCCC3)c(C)nc12	12%	4%	3	7%	18%	14%	?	3

Reprinted from the listing (three entries):
SMILES	Abeta yeast res	aSyn yeast inh	DRD3 agonist	FUS suppressor	TDP-43 yeast inh	EPAC2 agonist	EPAC2 antag	D3 antag
O=C(COC(=O)c1ccc2c(c1)S(=O)(=O)N=C1CCCCCN12)NCc1cccs1	-5%	8%	3	-29%	4%	9%	4%	9
COC(=O)CNc1cccc(C(F)(F)F)c1	14%	-1%	-7	-15%	-4%	11%	15%	-21
COc1ccccc1COc1cccn2c(N(C)C(=O)CCC3CCCC3)c(C)nc12	12%	4%	3	7%	18%	14%	?	3

Next structures follow:
SMILES	Abeta yeast res	aSyn yeast inh	DRD3 agonist	FUS suppressor	TDP-43 yeast inh	EPAC2 agonist	EPAC2 antag	D3 antag
CCOCCCNC(=O)C(=O)NCCCOCC	13%	-1%	-10	-2%	5%	3%	5%	-1
Cc1cnc(C(=O)OCC(=O)Nc2ccc(Cl)cn2)cn1	-3%	3%	6	3%	-8%	10%	6%	-4
Cc1cccc(NC(=O)c2ccc(S(=O)(=O)N3CC(C)OC(C)C3)cc2)n1 (stereo unspecified)	-8%	1%	5	10%	10%	-2%	-8%	16
C/C=C/C(=O)N1CC2(CC(c3cccc(NC(=O)COc4ccc(Cl)cc4)c3)=NO2)C[C@@H]1C(N)=O (stereo partly specified)	-5%	2%	-16	21%	9%	11%	-8%	14
COc1ccc(S(=O)(=O)N2CCN(Cc3cc(=O)n4ccccc4n3)CC2)cc1	-2%	-8%	-1	-16%	14%	4%	9%	-7
Cc1cccc(NC(=O)CNC(=O)CN2CCN(C)CC2)c1C	4%	-9%	6	.	21%	14%	3%	-7
Cc1ccc(C(=O)N2CCN(c3cnn(C)c(=O)c3Cl)CC2)cc1	-7%	-7%	-8	26%	-21%	3%	-7%	-14
CN(CC(=O)Nc1ccccc1Br)C(=O)CN1CCN(Cc2ccc(Cl)cc2)CC1	-12%	1%	-2	-19%	24%	7%	8%	7
COc1ccccc1NC(=O)C(C)OC(=O)C1CCN(S(=O)(=O)c2ccc(C)c(C)c2)CC1 (stereo unspecified)	-13%	-8%	-1	.	15%	7%	-5%	18
Cc1ccc(C(=O)Cn2c(C(=O)OCCO)cc3ccccc32)cc1	?	4%	-6	3%	9%	2%	-18%	-11
CCC(=O)N(c1nnc(SCC(=O)c2ccc[nH]2)s1)C1CC1	7%	2%	7	.	0%	-2%	9%	3
O=C(Nc1ccc(F)cc1)c1nc(SCc2ccccc2F)ncc1Cl	-16%	.	-21	-16%	-17%	.	.	.
Cc1ccc(S(=O)(=O)N2CCCCC2)cc1NC(=O)c1ccc2ccccc2n1	-6%	-2%	-4	.	-17%	6%	11%	7
O=c1c2[nH]c3ccc(F)cc3c2nc2n1CCCS2	3%	1%	6	19%	-15%	8%	-10%	-3
COCCNC(=O)/C(C#N)=C/c1ccc(OC(=O)c2cccs2)c(OC)c1	?	-3%	-1	11%	?	-5%	9%	-14
O=C1C=CCCC1	-8%	0%	15	-26%	24%	11%	-1%	-8
O=C(O)c1cccc2c1-c1ccccc1/C2=N\Nc1ccccc1	-7%	-66%[inhibitor]	5	24%	-34%[inhibitor]	-1%	-15%	-21
O=C(Cc1csc(NC(=O)Nc2cccc(Cl)c2)n1)NCc1ccccn1	3%	-3%	-15	8%	24%	4%	-6%	-8
COc1cccc(Cn2cc(N)cn2)c1	-1%	0%	0	13%	-3%	-2%	5%	1
COC(=O)c1sccc1S(=O)(=O)N(CC(=O)Nc1cc(C)ccc1C)c1ccc(C)c(C)c1	-9%	.	8	?	10%	.	.	.
CCn1c(=N)c(S(=O)(=O)c2ccc(F)cc2)cc2c(=O)n3ccccc3nc21	11%	-1%	3	-2%	-3%	-45%[inhibitor]	13%	-11
COC(=O)Cn1ccc2cc(S(=O)(=O)N3CCCCCC3)ccc21	-5%&-14%	11%	1&-7	4%&22%	16µM*!	5%	-9%	-5
O=C1CCC(C(=O)N2CCOCC2)CN1Cc1ccc(Cl)cc1 (stereo unspecified)	3%	-4%	2	7%	1%	7%	2%	-6
CCC(C)CN1C(=O)CSCC1(C)C(=O)Nc1c(C)cccc1C (stereo unspecified)	-11%	-10%	0	1%	14%	-4%	4%	11
COc1ccc(C(N)CCc2ccco2)cc1 (stereo unspecified)	-4%	-9%	0	?	-19%	7%	25%	-3
COc1ccc(CCNC(=O)C(=O)c2c(C)[nH]c3ccccc23)cc1	-10%	0%	2	-14%	19%	12%	-10%	-1
COc1ccccc1Nc1nc(-c2ccc(F)cc2)c2c(n1)-c1ccccc1OC2	7%	.	-6	-6%	12%	.	.	.
CCC(Sc1ncnc2sc3c(c12)CCCC3)C(=O)OCC(C)C (stereo unspecified)	-5%	8%	-6	-12%	5%	.	.	.
O=C(c1cc(-c2ccccc2)nn1-c1ccccc1)N1CCN(S(=O)(=O)c2ccc(F)cc2)CC1	-5%	-1%	12	8%	-6%	-1%	-3%	22
Clc1ccc(-n2nnnc2CN2CCCCC2)cc1Cl	29%	-2%	25	8%	-4%	-10%	-1%	-20
O=C(COC(=O)c1ccc(F)cc1F)Nc1ccc(Cl)cn1	?	-4%	8	-24%	0%	7%	-3%	10
Cc1cccc(-c2nnc(SCc3ccc(C#N)cc3)n2Cc2ccco2)c1	-10%	21%	-11	24%	27%	13%	-11%	-22
CC(CCc1ccccc1)NC(=O)COC(=O)CC1CC2CCC1C2 (stereo unspecified)	14%	6%	0	.	14%	-1%	-21%	-18
Cc1ccc(CCNC(=O)c2cn(C)c3ccc(S(=O)(=O)N4CCCCC4)cc3c2=O)cc1	-12%	.	-5	0%	9%	.	.	.
Cc1cccc(NC(=S)N/N=C/c2cccc([N+](=O)[O-])c2)c1	-1%	5%	-1	5%	6%	-1%	-1%	-15
CSc1ccc(/C=C/c2ccc3cccc(O)c3n2)cc1	-66%[inhibitor]	6%	-25	2%	-84%[inhibitor]	-7%	9%	-58*
Cc1nn(-c2ccccc2)c2[nH]c(=O)cc(C(F)(F)F)c12	-78%[inhibitor]	-47%[inhibitor]	8	-19%	-93%[inhibitor]	-1%	-5%	8
NC(=O)Cn1cc(/C=N\NS(=O)(=O)c2ccc(F)cc2)c2ccccc21	-2%	-2%	-4	20%	-16%	7%	3%	8
CCOC(=O)c1ccc(N2CCN(c3cccc(Cl)c3)CC2)c(NC(=O)Nc2ccc(Cl)cc2)c1	-12%	.	3	17%	-14%	.	.	.
CCOC(=O)c1c(S(=O)(=O)NCC(=O)N2CCN(c3ccc(OC)cc3)CC2)c(C)n(C)c1C	-4%	1%	-4	17%	2%	3%	-10%	0
Cc1ccc(CNC(=O)C2CCCN(S(=O)(=O)c3c(C)noc3C)C2)cc1 (stereo unspecified)	0%	0%	8	-22%	-7%	1%	-1%	6
Cc1cc(C)n2nc(/C(C#N)=C/c3ccccn3)c(C#N)c2n1	-3%	?	-5	27%	-25%	15%	5%	-22
O=C(Nc1cc(Cl)ccc1N1CCOCC1)c1ccc(N2CCCCC2)c([N+](=O)[O-])c1	-4%	7%	-11	24%	-13%	8%	?	-13
COc1cccc(-c2cnc(C(O)c3ccc(F)cc3C)[nH]2)c1 (stereo unspecified)	1%	-3%	-2	-18%	4%	6%	0%	0
Cc1cc(-c2ccc(S(=O)(=O)Nc3ccccc3F)s2)on1	0%	.	-5	22%	8%	.	.	.
